Screening results from PubChem.
PPARg SRC-1 ag: agonists of human PPARgamma SRC-1 coactivator recruitment | activation, % at 8 µM | hit rate 0.41% among 200,000 | PPARgamma-SRC-1 coactivator recruitment biochemical assay; in the data active = activation above about 19%;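 note: 0% = DMSO and 100% = reference agonist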
STAT3 inh: STAT3 signaling inhibition; U3A cells, IL-6 STAT3-luciferase reporter, luminescence; host cell line lacks STAT1; AID 862; inhibition, % at 5.5 µM; hit rate 0.89% among 190,000;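 active = inhibition above the mean inhibition across all screened compounds plus 3 SD, cut at about 44% in these data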;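 note: 0% = DMSO only wells and 100% = 100 µM nifuroxazide control wells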
SRC2 TRFRET art: TR-FRET artefact, counter-screen to PPARgamma/SRC-2 agonist assay; hit rate 0.4% among 200,000; hits give high values; TR-FRET ratio at 8 µM; in the data active = TR-FRET ratio above about 2000; note: inactives centre near 1500
PPARg SRC-3 ag: promotes SRC-3 coactivator recruitment by human PPARgamma; hit rate 0.26% among 200,000; P37231; activation, % at 8 µM; biochemical PPARgamma/SRC-3 coactivator recruitment assay; in the data active = activation above about 23%;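 note: 0% = DMSO and 100% = reference agonist; some compounds past the cut are filed as inactive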
S1P3 antag: antagonists of human S1P3 receptor. Q99500. CHO S1P3 NFAT-BLA reporter, FRET fluorescence, antagonist mode. inhibition, % at 4.98 µM. hit rate 0.27% among 170,000;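 active = inhibition above the plate cutoff, the mean inhibition of test wells on that plate plus 3 SD, cut at about 28% in these data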;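 note: cells challenged with S1P at its EC80 of 0.8 µM; blue over green emission ratio from cleaved BLA substrate after 4 h stimulation; 0% = S1P-stimulated wells and 100% = unstimulated DMSO-only wells; some compounds past the cut are filed as inactive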
ROMK primary: modulates human ROMK potassium channel activity; Tet-inducible ROMK, thallium flux fluorescence; actives lie on both sides; B-score at 10 µM; hit rate 2% among 130,000;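 active = signal ratio slope over the read window, or its plate-corrected B-score, at least 3 SD from the plate mean, either direction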;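 note: B-score of the F/F0 ratio slope over 7 to 12 s after thallium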
RAM inhibit: yeast RAM network inhibition; S. cerevisiae dse1pr::URA3 reporter, 5-FOA growth OD615, 2 d; analog-sensitive cbk1-as2 kinase mutant strain; inhibition, % at 50 µM; hit rate 1.8% among 190,000; AID 868;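 active = inhibition above a set limit, 3 SD over mean compound inhibition, cut at about 8.4% in these data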;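 note: 0% = DMSO-only wells with no growth and 100% = 10 µM 1-NA-PP1 full growth; inhibition rescues growth on 5-FOA so higher OD means more RAM inhibition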
TLR4-MyD88 BLA: TLR4-MyD88 interaction inhibition in cells. HeLa CL3-4 TLR4/MyD88 BLA complementation, FRET ratio. hit rate 0.18% among 200,000. O00206+Q99836. inhibition, % at 8.4 µM. AID 861; in the data active = inhibition above about 25%;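 note: 0% = vehicle and 100% = reference inhibitor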
Target sequence (O00206 whole entry, looked up): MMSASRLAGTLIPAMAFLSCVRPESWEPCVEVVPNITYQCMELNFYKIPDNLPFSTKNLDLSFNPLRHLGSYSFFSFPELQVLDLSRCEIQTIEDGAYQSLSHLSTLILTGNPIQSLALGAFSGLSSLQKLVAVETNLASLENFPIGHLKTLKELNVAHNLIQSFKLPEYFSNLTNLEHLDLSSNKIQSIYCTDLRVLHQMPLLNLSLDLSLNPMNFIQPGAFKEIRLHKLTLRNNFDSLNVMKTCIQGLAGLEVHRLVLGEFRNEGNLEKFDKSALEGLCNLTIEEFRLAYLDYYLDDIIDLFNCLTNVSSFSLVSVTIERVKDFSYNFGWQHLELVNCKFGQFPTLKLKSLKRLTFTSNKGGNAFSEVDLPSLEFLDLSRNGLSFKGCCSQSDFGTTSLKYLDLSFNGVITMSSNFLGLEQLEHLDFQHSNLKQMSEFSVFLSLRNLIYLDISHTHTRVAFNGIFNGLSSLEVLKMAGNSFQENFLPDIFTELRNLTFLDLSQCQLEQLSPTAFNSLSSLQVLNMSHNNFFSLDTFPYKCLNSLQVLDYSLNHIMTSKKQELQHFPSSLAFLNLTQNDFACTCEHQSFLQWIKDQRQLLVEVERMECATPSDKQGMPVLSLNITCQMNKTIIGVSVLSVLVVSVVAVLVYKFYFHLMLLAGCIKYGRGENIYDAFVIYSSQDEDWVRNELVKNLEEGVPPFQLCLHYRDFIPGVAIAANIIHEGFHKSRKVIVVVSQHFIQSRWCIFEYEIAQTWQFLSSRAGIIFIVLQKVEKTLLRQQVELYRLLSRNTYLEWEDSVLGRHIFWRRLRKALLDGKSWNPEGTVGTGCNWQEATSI
Target sequence (Q99836 whole entry, looked up): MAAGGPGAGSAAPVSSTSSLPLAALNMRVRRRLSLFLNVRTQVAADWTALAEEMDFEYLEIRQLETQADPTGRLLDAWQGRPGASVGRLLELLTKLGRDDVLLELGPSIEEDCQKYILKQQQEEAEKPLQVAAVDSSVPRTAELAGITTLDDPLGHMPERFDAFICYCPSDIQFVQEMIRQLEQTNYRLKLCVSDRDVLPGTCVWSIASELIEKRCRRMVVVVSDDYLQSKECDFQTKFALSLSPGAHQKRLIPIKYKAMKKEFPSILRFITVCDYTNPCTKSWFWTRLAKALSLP
PPARg SRC2 recr: PPARgamma-driven SRC-2 recruitment agonism. P37231. PPARgamma LBD-SRC-2 recruitment, biochemical. activation, % at 8 µM. hit rate 0.34% among 200,000; in the data active = activation above about 22%;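 note: 0% = vehicle and 100% = reference agonist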
STAT1 inh: STAT1 signaling inhibition | NIH 3T3 STAT1-luciferase reporter, IFN-gamma, luminescence | inhibition, % at 5.5 µM | hit rate 0.35% among 200,000;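 active = inhibition above a set limit, the mean inhibition across all tested compounds plus 3 SD, cut at about 34% in these data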;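 note: 0% = IFN-gamma with DMSO and 100% = IFN-gamma with 300 µM nifuroxazide; values of inactives mirror those of a sister screen read the other way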
STAT3 act: activators of IL-6 induced STAT3 signaling; U3A cells, IL-6 STAT3-luciferase reporter, luminescence; 100% = signal with IL-6 EC80 alone; activation (% of control), % at 5.6 µM; hit rate 0.91% among 190,000; AID 871;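 active = activation above the screen-wide mean of compound activation plus 3 SD, cut at about 130% in these data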;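 note: 0% = background luminescence of wells with medium and substrate only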
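Test system: human U3A cells carrying STAT3-luciferase construct; control set: IL-6-only wells as 100% reference; timing: compound pre-incubation 1 h before IL-6, then 6 h stimulation at 37 °C; also added: IL-6 stimulus at 33 ng/mL final; evaluation: % activation versus median of IL-6-stimulated wells; detection: reporter luminescence signal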
Active calls of the source: *; . = not tested or not shown.

1) O=C(NCc1ccc(F)cc1)c1cnc(-c2ccccn2)nc1C(F)(F)F
2) CS(=O)(=O)NNC(=O)CN1C(=O)C2C3C=CC(C3)C2C1=O (stereo not drawn)
3) COC(=O)c1cc2ccccn2c2c(C(=O)OC)c(C(=O)OC)cc1-2
4) CC(C)NS(=O)(=O)c1ccc(OCC(=O)NCc2ccco2)cc1
5) CCOC(=O)c1ccccc1NC(=O)CN1C(=O)c2ccccc2S1(=O)=O
6) O=C(O)C1CCN(c2c([N+](=O)[O-])cc(C(F)(F)F)cc2[N+](=O)[O-])CC1
7) CC1CCC2C(=O)N(c3ccc(NC4CCN(Cc5ccccc5)CC4)c([N+](=O)[O-])c3)C(=O)C2C1 (stereo not drawn)
8) CCc1cc2c(=O)c(-c3ccc(F)cc3)c(C(F)(F)F)oc2cc1OCC(=O)O

Assay by compound,1,2,3,4,5,6,7,8
PPARg SRC-1 ag,-3,3,9,7,1,9,-1,-3
STAT3 inh,-3,-4,15,0,0,14,-5,4
SRC2 TRFRET art,1603,1523,1669,1607,1535,1563,1654,1444
PPARg SRC-3 ag,1,-2,3,3,1,10,-1,2
S1P3 antag,.,-25,.,-26,-8,.,-9,-16
ROMK primary,0.12,-0.32,0.11,-0.047,.,.,.,-0.41
RAM inhibit,2.4,0.2,3.6,1.6,3.0,-2.2,0.2,0.1
TLR4-MyD88 BLA,-10,-6,-5,-3,0,8,2,15
PPARg SRC2 recr,2,4,6,3,-3,7,-3,-4
STAT1 inh,1,-8,2,-1,1,-4,6,1
STAT3 act,109,104,86,102,99,93,107,98

9) CCOc1ccc(C2c3c(oc4ccccc4c3=O)C(=O)N2c2ccc(C)cn2)cc1OC (stereo not drawn)
10) COc1ccccc1N(CC(=O)N1CCCCC1)S(=O)(=O)c1ccccc1
11) CCc1cc(C(=O)OC)c(N2C(=O)C3C4C=CC(C4)C3C2=O)s1 (stereo not drawn)
12) COc1ccc(C(=O)OCC(=O)Nc2ccc(F)c(F)c2F)cc1OC
13) CC(C)CC(NC(=O)OC(C)(C)C)c1cn([C@@H](CCCCNC(=O)OC(C)(C)C)C(=O)N2CCN(C(=O)OC(C)(C)C)CC2)nn1 (stereo partly drawn)
14) COC(=O)c1ccc(-n2c(C)ccc2-c2ccccc2)cc1
15) Cc1cccn2c(=O)c(C=NCc3ccccc3)c(NCCO)nc12
16) O=C(CN(CC1CCCO1)C(=O)CNS(=O)(=O)c1ccc(Cl)cc1)NCC1CCCO1 (stereo not drawn)

Assay by compound,9,10,11,12,13,14,15,16
PPARg SRC-1 ag,12,1,6,2,4,15,3,-2
STAT3 inh,3,9,9,4,.,11,18,14
SRC2 TRFRET art,1667,1737,1562,1502,1402,1680,1665,1561
PPARg SRC-3 ag,8,15,9,-7,-1,14,11,11
S1P3 antag,-5,-1,11,.,8,.,24,.
ROMK primary,.,.,.,.,.,.,.,0.42
RAM inhibit,5.6,-0.5,1.8,2.3,4.0,2.9,0.4,4.5
TLR4-MyD88 BLA,9,1,-26,5,-10,1,-4,2
PPARg SRC2 recr,3,11,6,-7,-5,7,-1,7
STAT1 inh,9,4,8,-4,12,5,2,8
STAT3 act,98,98,94,101,.,98,86,91

17) CC1=CC(=C(C#N)C#N)C=C(C)N1CCN1CCN(C(=O)Nc2ccc(Cl)c(Cl)c2)CC1
18) CC(C)CNCC(=O)N1c2ccccc2Sc2ccccc21
19) COc1cc(C2NC(=O)NC(C)=C2C(=O)Nc2cccc(C)c2C)cc(OC)c1OC (stereo not drawn)
20) Cc1cc(NCCN2CCOCC2)n2nc(C)c(-c3ccccc3)c2n1
21) Cc1cc(C(=O)CSc2nc(N)cc(=O)[nH]2)c(C)n1-c1cccc(F)c1
22) O=C(O)c1cccc(Cn2c(Cl)c(/C=N/Nc3ccccc3)sc2=O)c1
23) COc1ccccc1N(C)S(=O)(=O)c1ccc(Cl)c(C(=O)N2CCC(C(N)=O)CC2)c1
24) CC1CCCN(CC(=O)Nc2ccc(S(=O)(=O)NC3CCCCC3)cc2)C1 (stereo not drawn)

Assay by compound,17,18,19,20,21,22,23,24
PPARg SRC-1 ag,9,-1,-6,0,-2,-8,1,1
STAT3 inh,-2,10,7,4,20,18,2,13
SRC2 TRFRET art,1634,1384,1552,1569,1600,1346,1480,1577
PPARg SRC-3 ag,5,-4,9,11,-3,2,-3,3
S1P3 antag,8,.,.,-56,-9,2,-13,34
ROMK primary,0.39,.,0.19,0.45,.,1.9,0.39,-1.4
RAM inhibit,4.2,1.8,1.9,2.6,1.8,7.5,1.2,0.1
TLR4-MyD88 BLA,-21,-4,15,5,-1,-12,1,-4
PPARg SRC2 recr,1,-1,5,13,-2,1,-3,1
STAT1 inh,-2,2,7,8,14,8,-1,4
STAT3 act,102,99,97,99,82,94,105,91

25) Cn1c(SCc2nc(-c3ccc(Cl)cc3)no2)nnc1-c1ccccc1
26) COc1ccc(C2=NCC(CSc3nccc(=O)[nH]3)S2)cc1 (stereo not drawn)
27) c1ccc(CCNc2ncnc3sccc23)nc1
28) Cc1cc(C)cc(NC(=S)Nc2cccc3cnccc23)c1
29) O=C(Nc1c(Cl)cc(Cl)cc1C(=O)NCCN1CCOCC1)c1ccc(Cl)cc1Cl
30) Cn1c(/C(C#N)=C(\O)COc2ccc3ccccc3c2)nc2ccccc21
31) Cc1ccc(S(=O)(=O)/N=C2/NC(=O)/C(=C/c3ccncc3)S2)cc1
32) O=C(Cn1nnc(-c2ccccc2NC(=O)c2ccccc2)n1)Nc1ccc2c(c1)OCCO2

Assay by compound,25,26,27,28,29,30,31,32
PPARg SRC-1 ag,3,7,8,0,-1,-3,0,-1
STAT3 inh,-1,-1,36,11,-11,-2,-2,2
SRC2 TRFRET art,1420,1429,1438,1626,1459,2360*,1473,1453
PPARg SRC-3 ag,-2,0,2,5,-7,-1,3,-5
S1P3 antag,.,-14,7,-23,.,0,-13,.
ROMK primary,0.47,0.71,-0.096,-0.22,0.64,.,-1.5,-0.012
RAM inhibit,2.2,-0.1,1.5,1.3,0.6,2.2,4.0,5.3
TLR4-MyD88 BLA,0,3,-4,2,10,6,6,-1
PPARg SRC2 recr,-5,-3,11,5,-8,32*,-5,-8
STAT1 inh,-1,-7,-1,2,-2,3,0,-5
STAT3 act,101,103,73,94,112,107,104,105

33) O=C(c1ccco1)N1CCN(S(=O)(=O)c2ccc(S(=O)(=O)NC3CCCC3)cc2)CC1
34) CSc1ccc(/C=N/NC(=O)c2sccc2C)cc1
35) CC(C(=O)Nc1ccc2c(c1)OCCO2)n1nnc(-c2ccccc2)n1 (stereo not drawn)
36) OCCC1CN(Cc2cnc(N3CCOCC3)s2)CCN1C1CCCC1 (stereo not drawn)
37) CC(C)OC(=O)CSc1nnc(Cc2ccccc2)n1CC1CCCO1 (stereo not drawn)
38) CCOC(=O)Cc1csc(NC(=O)CSc2nncn2C)n1
39) CCOC(=O)c1ccccc1NC(=O)Cn1cnc2c(nnn2-c2ccc(C)cc2)c1=O
40) COc1ccccc1C(=O)Nc1nnc(-c2ccc(F)cc2)o1

Assay by compound,33,34,35,36,37,38,39,40
PPARg SRC-1 ag,5,3,0,1,-1,-1,5,-4
STAT3 inh,-8,22,7,19,4,-5,5,23
SRC2 TRFRET art,1433,1563,1500,1571,1660,1381,1765,1752
PPARg SRC-3 ag,7,2,4,2,10,-7,3,6
S1P3 antag,-2,21,-6,7,.,.,-13,-4
ROMK primary,.,0.19,-0.13,0.44,.,.,.,.
RAM inhibit,4.7,3.6,1.1,0.5,2.4,2.8,3.7,0.7
TLR4-MyD88 BLA,10,-7,8,-14,-5,-6,11,-2
PPARg SRC2 recr,-4,8,3,0,5,0,11,-10
STAT1 inh,0,-104,-1,-1,3,6,3,-4
STAT3 act,107,84,100,92,98,105,100,88

3 entries out of the list, ordered by heavy-atom count, rising.
34) CSc1ccc(/C=N/NC(=O)c2sccc2C)cc1
35) CC(C(=O)Nc1ccc2c(c1)OCCO2)n1nnc(-c2ccccc2)n1 (stereo not drawn)
39) CCOC(=O)c1ccccc1NC(=O)Cn1cnc2c(nnn2-c2ccc(C)cc2)c1=O

Assay by compound,34,35,39
PPARg SRC-1 ag,3,0,5
STAT3 inh,22,7,5
SRC2 TRFRET art,1563,1500,1765
PPARg SRC-3 ag,2,4,3
S1P3 antag,21,-6,-13
ROMK primary,0.19,-0.13,.
RAM inhibit,3.6,1.1,3.7
TLR4-MyD88 BLA,-7,8,11
PPARg SRC2 recr,8,3,11
STAT1 inh,-104,-1,3
STAT3 act,84,100,100

Next results
41) Cc1ccc2cc(C#N)c(SCC(=O)NCc3ccco3)nc2c1
42) CCOc1ccc(C2=Nn3c(nnc3-c3ccco3)SC2)cc1
43) CC(C)CC(=O)Nc1ccccc1N1CCN(c2ccc(F)cc2)CC1
44) COc1cc(NC(=O)COC(=O)CNC(=O)c2ccc(C)s2)cc(OC)c1
45) Cc1ccc(NC(=O)CCNC(=O)c2ccc([N+](=O)[O-])cc2)cc1S(=O)(=O)N(C)C
46) Cc1ccc(S(=O)(=O)N2CCCCC2)cc1NC(=O)COc1ccccc1F

Assay by compound,41,42,43,44,45,46
PPARg SRC-1 ag,-1,2,11,5,4,7
STAT3 inh,12,24,10,-8,7,-2
SRC2 TRFRET art,1445,1586,1662,1491,1503,1613
PPARg SRC-3 ag,-3,6,-3,2,3,-1
S1P3 antag,-3,.,4,-1,-22,-5
ROMK primary,.,.,.,0.39,-0.93,-0.081
RAM inhibit,3.1,2.9,1.0,6.8,1.0,4.3
TLR4-MyD88 BLA,1,-9,-15,5,11,13
PPARg SRC2 recr,-8,-2,10,0,8,-5
STAT1 inh,-4,8,-5,2,2,0
STAT3 act,95,84,93,110,98,102
